Compound activity as filed in PubChem BioAssay.
IL-2 act: activates IL-2 in a cell-based reporter assay; IL-2 activation reporter assay, cell-based qHTS; stimulated with anti-CD3/CD4/CD28 beads; in transgenic mouse T cells; activation, % (series mostly up to about 46 µM); 0.065% of 360,000 active; AID 652025; in the data active = activation above about 50%; inconclusive = mostly about 30% to 49%; also: 0% is about no effect
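Unstimulated transgenic mouse T cells, 750 per well, received compound and, after 60 minutes, anti-CD3/anti-CD4 bead plus anti-CD28 stimulation. EGFP and DsRed were quantified after 18 hours.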
Nrf2 inh: blocks Nrf2 signaling. A549 ARE-Fluc reporter, luciferase luminescence, 18-24 h. Potency, µM (top dose mostly 46 µM), inactives show at the highest dose activity change, negative = inhibition, most hits filed as inhibitors. 2.1% of 360,000 active; also: potency is read from the fitted curve at half-maximal effect; % is scaled to controls: 0 for no effect and ±100 for the full control effect; nearly all actives have a fitted effect of over 60% in size
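A549 ARE_Fluc cells, 5000/well, 5% FBS OPTI-MEM; compounds in dose-response, 18-24 h at 37 °C/5% CO2; CellTiter-Fluor viability read (Ex 405/Em 525), then BugLite luciferase luminescence = Nrf2 activity.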
A549 tox: A549 cytotoxicity, counter-screen for Nrf2 inhibitors; A549 ARE-Fluc cells, CellTiter-Fluor viability, 18-24 h; Potency, µM (series often up to 46 µM), without a hit: top-dose activity change, negative = cytotoxicity, hits mostly inhibitors; 0.16% of 390,000 active; AID 504648; also: potency is read from the fitted curve at half-maximal effect; % is scaled to controls: 0 for no effect and ±100 for the full control effect
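A549 ARE-Fluc cells in 5% FBS OPTI-MEM, 5000 cells/well, rested 2 h then exposed to compounds in concentration-response for 18-24 h at 37 °C. Viability by CellTiter-Fluor fluorescence (Ex 405/Em 525) after 30 min; luciferase luminescence (BugLite, 15 min, RT) read afterwards.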
S2 tox: reduces viability in counter-screen for ATXN expression inhibitors. S2 cells (HEK-293 line with an ATXN2-luciferase reporter) viability, CellTiter-Fluor protease fluorescence, 24 h. Potency, µM (top dose mostly 56.7 µM), most hits filed as cytotoxic. 0.49% of 400,000 active. AID 651635; also: potency is read from the fitted curve at half-maximal effect; nearly all actives have a fitted effect of over 40% in size
Nrf2 ARE act: activators of Nrf2 (ARE) signaling | 0.31% of 410,000 active | AID 624171 | AREc32 ARE-luciferase reporter (MCF7-derived line), luminescence, 24 h | Potency, µM (titrated, usually from 46.1 µM), inactives show at the top dose activation, actives largely listed as activators; also: potency is read from the fitted curve at half-maximal effect; % of control where 0% means no effect; nearly all actives have a fitted effect of over 65% in size
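Each well held 1000 AREc32 cells, which were incubated with compound for 24 hr at 37 deg C after overnight attachment, and ARE reporter activity was quantified by firefly luciferase luminescence.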
EPAC2 agonist: EPAC2 (human) agonism | AID 720711 | 0.079% of 360,000 active | Potency, µM (titrated, usually from 154 µM), without a hit: at the top dose activation, actives largely listed as activators | Q8WZA2 | EPAC2 activation, biochemical qHTS; response scale: 100% = 6.5 mM cAMP response; also: potency is read from the fitted curve at half-maximal effect; nearly all actives have a fitted effect of over 50% in size
Target sequence (Q8WZA2 whole entry, looked up): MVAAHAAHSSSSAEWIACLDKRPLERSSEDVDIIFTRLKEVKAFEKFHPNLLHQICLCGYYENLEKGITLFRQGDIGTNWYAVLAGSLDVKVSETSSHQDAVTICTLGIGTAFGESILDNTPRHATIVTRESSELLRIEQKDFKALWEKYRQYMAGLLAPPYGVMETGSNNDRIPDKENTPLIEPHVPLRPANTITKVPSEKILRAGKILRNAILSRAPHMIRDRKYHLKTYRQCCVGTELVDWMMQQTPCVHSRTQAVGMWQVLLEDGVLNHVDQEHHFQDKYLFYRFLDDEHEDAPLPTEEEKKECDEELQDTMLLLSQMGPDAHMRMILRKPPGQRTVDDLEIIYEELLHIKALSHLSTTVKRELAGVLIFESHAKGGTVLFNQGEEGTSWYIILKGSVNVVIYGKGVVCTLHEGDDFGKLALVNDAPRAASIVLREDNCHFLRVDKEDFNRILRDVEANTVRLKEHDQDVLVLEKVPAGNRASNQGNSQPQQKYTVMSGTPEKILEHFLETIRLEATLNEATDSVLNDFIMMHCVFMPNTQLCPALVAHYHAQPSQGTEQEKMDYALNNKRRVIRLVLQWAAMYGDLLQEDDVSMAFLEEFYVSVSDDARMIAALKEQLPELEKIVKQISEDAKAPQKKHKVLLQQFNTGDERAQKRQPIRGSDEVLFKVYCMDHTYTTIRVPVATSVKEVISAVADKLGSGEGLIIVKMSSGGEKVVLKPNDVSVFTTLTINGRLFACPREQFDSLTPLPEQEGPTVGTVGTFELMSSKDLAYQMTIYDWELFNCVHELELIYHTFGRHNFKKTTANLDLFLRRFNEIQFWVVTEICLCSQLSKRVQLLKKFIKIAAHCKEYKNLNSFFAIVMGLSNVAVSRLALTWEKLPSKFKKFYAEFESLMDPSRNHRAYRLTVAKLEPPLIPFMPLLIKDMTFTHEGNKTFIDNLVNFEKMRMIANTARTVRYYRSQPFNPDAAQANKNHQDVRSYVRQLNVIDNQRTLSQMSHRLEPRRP
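Nucleotide exchange monitored as fluorescence drop when BODIPY-GDP leaves Rap1B. Reaction: 100 nM EPAC2, 250 nM RAP1B-BODIPY-GDP, 50 uM GDP, room temperature, kinetic read over 30 min. Activity expressed relative to 6.5 mM cAMP.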
HepG2 tox: counter-screen for TGF-b inhibitors: cytotoxicity in HepG2 cells; HepG2 CAGA-GFP viability, ATP luminescence, 18 h; Potency, µM (titrated, usually from 46.1 µM), without a hit: at the top dose activity change, negative = cytotoxicity, hits mostly cytotoxic; 0.76% of 410,000 active; also: potency is read from the fitted curve at half-maximal effect; some results filed as inactive show a strong effect at the top dose
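HepG2 CAGA-GFP cells (1000/well, DMEM with 1% FBS) received compound, then TGF-beta at 500 pg/mL final, and were incubated 18 hours at 37 degrees C. Viability was read by CellTiter-Glo luminescence. Media-only wells were set as complete cell-killing and DMSO as no toxicity.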
TGFb SMAD3 inh: blocks TGF-b signaling | Potency, µM (titrated, usually from 46.1 µM), for the others: top-dose activity, negative = inhibition, actives largely listed as inhibitors | HepG2 CAGA-GFP TGF-b/SMAD3 reporter, GFP fluorescence, 18 h; TGF-beta stimulated, 500 pg/mL final | 1.2% of 410,000 active; also: potency is read from the fitted curve at half-maximal effect; % is scaled to controls: 0 for no effect and ±100 for the full control effect; nearly all actives have a fitted effect of over 65% in size
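Using HEPG2 CAGA-GFP reporter cells at 1000 cells/well, we pinned test compounds, stimulated with recombinant TGF-beta (500 pg/mL final) and measured total well GFP after 18 h.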
ATXN2 expr inh: ATXN2 expression inhibition; 0.72% of 360,000 active; Potency, µM (series often up to 57 µM), for the others: at the top dose activity change, negative = inhibition, hits mostly inhibitors; HEK-293 ATXN2-luciferase reporter, luminescence, 24 h; AID 1745845; also: potency is read from the fitted curve at half-maximal effect; % is scaled to controls: 0 for no effect and ±100 for the full control effect; nearly all actives have a fitted effect of over 55% in size
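qHTS (up to 57 uM final) was run with 24 h compound exposure of reporter cells at 37 °C. Each well was multiplexed: SteadyGlo luminescence measured ATXN2-luciferase expression after a fluorogenic Gly-Phe-AFC viability readout (25 uM final).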
* = called active by the depositor; [ ] = remark or other dose. Unless noted, calls follow the shape of the dose curve; as a rule, active = well fitted curve in the direction sought with a large enough effect; inconclusive = small, poorly fitted or top-dose-only effect, or another doubt; inactive = no such curve, though single readings can be large; an effect the other way counts as inactive or inconclusive. Compounds as they come, and some 4.3% of all compounds hit somewhere here.

The first 2 records as a preview:
Screening O=C(CN(c1cccc([N+](=O)[O-])c1)S(=O)(=O)c1ccccc1)NCc1ccccc1 returned IL-2 act -3.0, Nrf2 inh 0%, A549 tox -4%, S2 tox inactive, Nrf2 ARE act -0.7%, EPAC2 agonist 13%, HepG2 tox 5%, TGFb SMAD3 inh 19% and ATXN2 expr inh 4%.
`CCCCn1c(SCC(=O)NC(C)(C)C)nnc1-c1ccco1` gave IL-2 act 0.7, Nrf2 inh 8%, A549 tox 3%, S2 tox inactive, Nrf2 ARE act -0.6%, EPAC2 agonist 10%, HepG2 tox -9%, TGFb SMAD3 inh -10% and ATXN2 expr inh 3%.

Main list, repeating the preview:
Screening O=C(CN(c1cccc([N+](=O)[O-])c1)S(=O)(=O)c1ccccc1)NCc1ccccc1 returned IL-2 act -3.0, Nrf2 inh 0%, A549 tox -4%, S2 tox inactive, Nrf2 ARE act -0.7%, EPAC2 agonist 13%, HepG2 tox 5%, TGFb SMAD3 inh 19% and ATXN2 expr inh 4%.
`CCCCn1c(SCC(=O)NC(C)(C)C)nnc1-c1ccco1` gave IL-2 act 0.7, Nrf2 inh 8%, A549 tox 3%, S2 tox inactive, Nrf2 ARE act -0.6%, EPAC2 agonist 10%, HepG2 tox -9%, TGFb SMAD3 inh -10% and ATXN2 expr inh 3%.
NC(=O)Cc1nc2scc(-c3ccccc3)c2c(=O)[nH]1 was read as IL-2 act -0.3, Nrf2 inh -5%, A549 tox -8%, S2 tox inactive, Nrf2 ARE act -0.4%, EPAC2 agonist -3%, HepG2 tox 2%, TGFb SMAD3 inh 1% and ATXN2 expr inh 1%.
`CC(=O)OC1COC(n2c(O)c(N=NC(N)=S)c3ccccc32)C(OC(C)=O)C1OC(C)=O` (stereo not given) gave IL-2 act 0.7, Nrf2 inh 7%, A549 tox -4%, S2 tox inconclusive, Nrf2 ARE act -0.2%, EPAC2 agonist 4%, HepG2 tox -18%, TGFb SMAD3 inh -12% and ATXN2 expr inh -3%.
Screening CC(=O)Nc1ccc(S(=O)(=O)N2CCCC2C(=O)Nc2ccc(F)cc2)cc1 (stereo not given) returned IL-2 act -2.2, Nrf2 inh 1%, A549 tox -14%, S2 tox inactive, Nrf2 ARE act -0.1%, EPAC2 agonist 5%, HepG2 tox 2%, TGFb SMAD3 inh 5% and ATXN2 expr inh 9%.
For Cc1ccc(S(=O)(=O)N2CCN(C(=O)CN3CCOCC3)C2C(C)C)cc1 (stereo not given) the results were IL-2 act -0.4, Nrf2 inh 9%, S2 tox inactive, Nrf2 ARE act 0.0%, EPAC2 agonist 7%, HepG2 tox -19%, TGFb SMAD3 inh 1% and ATXN2 expr inh 2%.
CCCOc1cccc(C(=O)Nc2cc(-c3ccccc3)no2)c1 was read as Nrf2 inh inconclusive, A549 tox -8%, S2 tox inconclusive, Nrf2 ARE act 7.8%, HepG2 tox -45%, TGFb SMAD3 inh 0% and ATXN2 expr inh 17%.
`CCCn1c(SCC(=O)Nc2nnc(CC)s2)nnc1-c1ccncc1` gave IL-2 act -0.3, Nrf2 inh -11%, A549 tox -3%, S2 tox inactive, Nrf2 ARE act 0.5%, EPAC2 agonist 4%, HepG2 tox -3%, TGFb SMAD3 inh -7% and ATXN2 expr inh 18%.
For CCOC(=O)c1cccc(NC(=O)CCCn2c(=O)c3cccn3c3cccnc32)c1 the results were IL-2 act -2.6, Nrf2 inh -20%, A549 tox 3%, S2 tox inactive, Nrf2 ARE act -0.3%, EPAC2 agonist 1%, HepG2 tox 10%, TGFb SMAD3 inh -7% and ATXN2 expr inh -10%.
`COc1cc(NC(=O)c2cnc(NCc3ccccc3)nc2C)cc(OC)c1OC` gave IL-2 act -0.7, Nrf2 inh inconclusive, A549 tox 5%, S2 tox inactive, Nrf2 ARE act 2.6%, EPAC2 agonist -2%, HepG2 tox -24%, TGFb SMAD3 inh -22% and ATXN2 expr inh -36%.
O=C(CCCCn1cnc2c(=S)nc[nH]c21)Nc1ccc(C(=O)O)cc1 was read as IL-2 act 0.3, Nrf2 inh 4%, A549 tox -3%, S2 tox inactive, Nrf2 ARE act 2.4%, EPAC2 agonist 14%, HepG2 tox 2%, TGFb SMAD3 inh 8% and ATXN2 expr inh 7%.
`O=C(/C=C/c1ccc(Br)cc1)c1ccc(NC(=O)c2ccco2)cc1` gave IL-2 act 0.2, Nrf2 inh 8%, A549 tox -8%, S2 tox inactive, Nrf2 ARE act 8.1%, EPAC2 agonist -10%, HepG2 tox -24%, TGFb SMAD3 inh 8% and ATXN2 expr inh 11%.
For CC(C)(C)c1ccc(CNC(=O)C2CCCN2C(=O)Nc2ccccc2)cc1 (stereo not given) the results were IL-2 act 0.1, Nrf2 inh -24%, A549 tox -1%, S2 tox inactive, Nrf2 ARE act 0.3%, EPAC2 agonist 1%, HepG2 tox -25%, TGFb SMAD3 inh 0% and ATXN2 expr inh 15%.
CN(Cc1ccccc1)C(=C(Cl)Cl)/C(=C1/NCCN1C)[N+](=O)[O-] was read as IL-2 act -0.7, Nrf2 inh 8%, A549 tox -4%, S2 tox inactive, Nrf2 ARE act -0.3%, EPAC2 agonist 0%, HepG2 tox 18%, TGFb SMAD3 inh 0% and ATXN2 expr inh 32%[activator].
`COc1ccc(C(=O)/C=C/c2ccc(OC)c(CN3CCOCC3)c2)cc1` gave IL-2 act -1.2, Nrf2 inh 6%, A549 tox -2%, S2 tox inconclusive, Nrf2 ARE act inconclusive, EPAC2 agonist -2%, HepG2 tox -32%, TGFb SMAD3 inh inconclusive and ATXN2 expr inh -21%.
`CC(=O)Nc1cccc(OCC(O)Cn2cnc3ccccc32)c1` (stereo not given) gave IL-2 act -1.0, Nrf2 inh 17%, A549 tox -4%, S2 tox inactive, Nrf2 ARE act -0.7%, EPAC2 agonist 6%, HepG2 tox 3%, TGFb SMAD3 inh 0% and ATXN2 expr inh 3%.
Screening Cc1ccc(NC(=O)C(c2ccccc2)c2ccccc2)nc1 returned IL-2 act 0.9, Nrf2 inh -8%, A549 tox 6%, S2 tox inactive, Nrf2 ARE act -0.3%, EPAC2 agonist 20%, HepG2 tox -2% and TGFb SMAD3 inh -7%.
For CCC(C(=O)OCC(=O)Nc1c(Cl)cccc1Cl)c1ccccc1 (stereo not given) the results were IL-2 act -0.4, Nrf2 inh 1%, A549 tox -3%, S2 tox inactive, Nrf2 ARE act -0.7%, EPAC2 agonist 4%, HepG2 tox -1%, TGFb SMAD3 inh 2% and ATXN2 expr inh 14%.
`CCCCn1c(N)c(N(CC)C(=O)c2ccncc2)c(=O)[nH]c1=O` gave IL-2 act 0.2, Nrf2 inh -4%, A549 tox -1%, S2 tox inactive, Nrf2 ARE act -1.8%, EPAC2 agonist 7%, HepG2 tox 9%, TGFb SMAD3 inh 0% and ATXN2 expr inh 1%.
For O=C(c1ccc(Br)cc1)N(c1ccccn1)C1CCCCC1 the results were IL-2 act 0.6, Nrf2 inh -9%, A549 tox 10%, S2 tox inactive, Nrf2 ARE act 0.0%, EPAC2 agonist 3%, HepG2 tox -11% and TGFb SMAD3 inh -26%.
`CC(=O)Nc1ccc(Nc2ccccc2)cc1` gave IL-2 act 1.4, Nrf2 inh 4%, A549 tox 8%, S2 tox inactive, Nrf2 ARE act -0.2%, EPAC2 agonist 0%, HepG2 tox 4%, TGFb SMAD3 inh -4% and ATXN2 expr inh 0%.
For Cc1cccc(C)c1NC(=O)CN(C)C(=O)C1=COCCO1 the results were IL-2 act 2.4, Nrf2 inh 0%, A549 tox 1%, S2 tox inactive, Nrf2 ARE act 0.4%, EPAC2 agonist 1%, HepG2 tox -3%, TGFb SMAD3 inh 6% and ATXN2 expr inh 4%.
`Cc1cccc(-n2c(N)c(C(=O)NCCN3CCOCC3)c3nc4ccccc4nc32)c1` gave IL-2 act -0.1, Nrf2 inh -25%, A549 tox inconclusive, S2 tox inconclusive, Nrf2 ARE act 7.9%, EPAC2 agonist -1%, HepG2 tox -29%, TGFb SMAD3 inh inconclusive and ATXN2 expr inh -12%.
For COc1ccc(NC(=O)COC(=O)c2ccc(OCc3ccccc3Cl)c(OC)c2)c(OC)c1 the results were IL-2 act -0.4, Nrf2 inh -4%, A549 tox -9%, S2 tox inactive, Nrf2 ARE act 0.0%, EPAC2 agonist 7%, HepG2 tox 1%, TGFb SMAD3 inh -11% and ATXN2 expr inh -28%.
For CC1(C(=O)NS(=O)(=O)c2ccccc2C(F)(F)F)CCN1C(=O)CCc1cccs1 (stereo not given) the results were IL-2 act 0.8, S2 tox inactive, Nrf2 ARE act 0.0%, EPAC2 agonist -1%, HepG2 tox 9%, TGFb SMAD3 inh 19% and ATXN2 expr inh 9%.
Screening Cc1ccc(NC(=O)Cn2c(=O)nc(-c3ccccc3)c3ccccc32)cc1F returned A549 tox 1%, Nrf2 ARE act 3.5%, HepG2 tox 2% and TGFb SMAD3 inh 9%.
Screening COc1ccc(CCNC(=O)C(=O)NCCC2CCCCN2S(=O)(=O)c2cccs2)cc1 (stereo not given) returned IL-2 act -0.8, Nrf2 inh inconclusive, A549 tox 7%, S2 tox inactive, Nrf2 ARE act 4.0%, EPAC2 agonist 0%, HepG2 tox 4%, TGFb SMAD3 inh -23% and ATXN2 expr inh -5%.
CC(C)(C)C(=O)CN1C(=O)NC2(CCCc3ccccc32)C1=O (stereo not given) was read as IL-2 act 0.3, Nrf2 inh 8%, A549 tox -1%, S2 tox inconclusive, Nrf2 ARE act 0.1%, EPAC2 agonist 6%, HepG2 tox -2%, TGFb SMAD3 inh 0% and ATXN2 expr inh 0%.
For COCCCN1C(=O)C(CC(=O)NCC2CCCCC2)CC(C(=O)N(C(C)C)C(C)C)=C1C (stereo not given) the results were IL-2 act -0.4, S2 tox inactive, Nrf2 ARE act 2.8%, EPAC2 agonist -2%, HepG2 tox 0%, TGFb SMAD3 inh -25% and ATXN2 expr inh 27%.
